Screening data from PubChem BioAssay.
rTrxR1 inhibitor: rat TrxR1 inhibition; AID 588453; recombinant rTrxR1, NADPH fluorescence consumption, selenite substrate; O89049; actives 1% (n = 390,000); Potency, µM (doses to about 114 µM), for inactives: at the highest dose activity change, negative = inhibition, most hits filed as inhibitors; also: % is scaled to controls: 0 for no effect and ±100 for the full control effect; nearly all actives have a fitted effect of over 65% in size
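Rat TrxR1 (90 nM in the dispensed reagent) was pre-reduced with 400 uM NADPH for 5 min at room temperature, then incubated with compound for 15 min. After 400 uM selenite was added, NADPH fluorescence (Ex 340/Em 450 nm) was followed for 8 min.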
IDH1 R132H inh: blocks human mutant IDH1 R132H enzyme; O75874; IDH1-R132H enzyme, NADPH consumption, diaphorase/resazurin fluorescence; Potency, µM (highest dose often 76.6 µM), for the others: at the top dose activity change, negative = inhibition, actives largely listed as inhibitors; actives 0.093% (n = 390,000); also: % is scaled to controls: 0 for no effect and ±100 for the full control effect; nearly all actives have a fitted effect of over 65% in size
Target sequence (O75874 whole entry R132H, stated change not applied): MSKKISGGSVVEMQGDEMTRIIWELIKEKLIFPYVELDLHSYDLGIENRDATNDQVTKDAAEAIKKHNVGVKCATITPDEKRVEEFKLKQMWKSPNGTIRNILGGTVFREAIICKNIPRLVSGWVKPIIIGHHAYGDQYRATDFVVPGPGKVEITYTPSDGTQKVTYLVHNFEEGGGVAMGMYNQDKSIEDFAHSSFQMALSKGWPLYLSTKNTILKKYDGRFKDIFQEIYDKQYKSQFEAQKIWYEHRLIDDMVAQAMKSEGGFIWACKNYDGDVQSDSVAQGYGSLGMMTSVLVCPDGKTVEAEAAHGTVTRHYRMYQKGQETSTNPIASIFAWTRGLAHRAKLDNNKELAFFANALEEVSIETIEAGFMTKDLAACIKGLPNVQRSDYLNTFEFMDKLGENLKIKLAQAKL
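IDH1-R132H (0.5 ug/mL) preincubated 30 min with compound, then NADPH (0.016 mM) and alpha-KG (2 mM) added; 80 min at RT, pH 7.5. Remaining NADPH coupled via diaphorase/resazurin to fluorescence (540/590 nm); concentration-response curves normalized to no-enzyme control.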
ALOX12 inh: ALOX12 (human) lipoxygenase inhibition | P18054 | purified 12hLO, xylenol orange hydroperoxide absorbance | Potency, µM (top dose mostly 108 µM), without a hit: at the top dose activity change, negative = inhibition, hits mostly inhibitors | actives 1.1% (n = 580,000); also: % is scaled to controls: 0 for no effect and ±100 for the full control effect
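Hydroperoxide product was detected by ferrous iron/xylenol orange as the 573 to 405 nm absorbance ratio. Arachidonic acid at 40 uM (final) was turned over for 30 min at room temperature by 150 nM human 12hLO, pH 7.0 Hepes buffer, after 15 min compound preincubation.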
TrxR1 substrate: rat thioredoxin reductase 1 substrate activity; actives 0.01% (n = 390,000); Potency, µM (doses to about 114 µM), without a hit: top-dose activity change, negative = substrate turnover; O89049; purified TrxR1 substrate turnover, NADPH consumption readout; also: % is scaled to controls: 0 for no effect and ±100 for the full control effect; nearly all actives have a fitted effect of over 50% in size
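Rat TrxR1, dispensed at 90 nM, was prereduced with 400 uM NADPH (final) for 5 min at ~22 deg C, then incubated with compound 15 min before 400 uM selenite. A first-read NADPH fluorescence drop versus no-compound background flagged substrates.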
Vif-A3G inh: blocks the Vif interaction with human APOBEC3G. HeLa A3G-eYFP + Vif (tagged APOBEC3G with the HIV-1 protein that degrades it), YFP fluorescence, overnight. Potency, µM (top dose mostly 46.1 µM), for inactives: at the top dose activity, negative = active, usual class: inhibitors. actives 0.076% (n = 410,000);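 also: % is scaled to controls: 0 for no effect and ±100 for the full control effect; nearly all actives have a fitted effect of over 60% in size; hits raise eYFP signal because A3G escapes Vif-driven loss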
Target sequence (Q9HC16 whole entry, looked up): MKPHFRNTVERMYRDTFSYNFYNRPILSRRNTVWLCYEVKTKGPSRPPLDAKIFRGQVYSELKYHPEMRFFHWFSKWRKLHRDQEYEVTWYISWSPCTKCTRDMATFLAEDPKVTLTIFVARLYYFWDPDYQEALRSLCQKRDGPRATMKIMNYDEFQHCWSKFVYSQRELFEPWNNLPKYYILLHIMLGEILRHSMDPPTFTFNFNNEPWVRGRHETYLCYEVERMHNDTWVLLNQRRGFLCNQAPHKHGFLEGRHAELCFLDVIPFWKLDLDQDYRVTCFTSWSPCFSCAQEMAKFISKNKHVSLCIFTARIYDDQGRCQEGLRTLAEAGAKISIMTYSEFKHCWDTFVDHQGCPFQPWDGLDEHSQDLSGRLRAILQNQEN
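HeLa cells stably expressing Vif and C-terminally eYFP-tagged A3G, seeded overnight at 37 deg C, then exposed to compound by pintool overnight at 37 deg C. Rise in yellow fluorescence (Ex 488/Em 500-530, Acumen) marks blocked Vif-driven A3G degradation.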
Vif-A3F inh: Vif-A3F binding inhibition; AID 602313; actives 0.2% (n = 390,000); Potency, µM (doses to about 46.1 µM), for inactives: at the highest dose activity, negative = active; HeLa A3F-eYFP + Vif (tagged APOBEC3F with the HIV-1 protein that degrades it), YFP fluorescence increase; also: % of control where 0% means no effect; nearly all actives have a fitted effect of over 65% in size
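Fluorescence increase (Ex 488/Em 500-530) after overnight compound treatment at 37 deg C flags inhibition of Vif-driven A3F-eYFP loss in stable HeLa A3F-eYFP/Vif cells seeded overnight beforehand.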
RGS4 inh: inhibitors of human regulator of G protein signaling 4. actives 0.039% (n = 390,000). AID 504845. Transcreener GDP fluorescence polarization, RGS4-accelerated GTP hydrolysis. Potency, µM (series often up to 114 µM), for the others: at the top dose activity change, negative = inhibition, hits mostly inhibitors. P49798; also: % is scaled to controls: 0 for no effect and ±100 for the full control effect; nearly all actives have a fitted effect of over 75% in size; some results filed as inactive show a strong effect at the top dose
Target sequence (P49798 whole entry, looked up): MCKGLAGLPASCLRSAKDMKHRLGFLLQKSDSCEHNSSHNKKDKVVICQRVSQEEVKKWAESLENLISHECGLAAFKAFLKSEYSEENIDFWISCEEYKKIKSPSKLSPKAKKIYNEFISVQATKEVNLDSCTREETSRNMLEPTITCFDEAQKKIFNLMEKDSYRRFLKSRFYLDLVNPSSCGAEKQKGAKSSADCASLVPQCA
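MLSMR compounds (23 nl, pin-transferred) preincubated 10 min at room temperature with a 500nM (2x) first reagent, then RGS4 at 900nM (2x) plus Transcreener GDP mix added; fluorescence polarization (620/688 nm) read before and after 90 min at 30 °C.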
USP1 inh: USP1/UAF1 (human) deubiquitinase inhibition; O94782; recombinant USP1/UAF1, Ub-Rhodamine cleavage fluorescence; Potency, µM (series often up to 57.1 µM), for the others: at the top dose activity change, negative = inhibition, hits mostly inhibitors; actives 0.23% (n = 390,000); also: % is scaled to controls: 0 for no effect and ±100 for the full control effect; nearly all actives have a fitted effect of over 60% in size; inactives centre near -12
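USP1/UAF1 complex (1 nM) preincubated 15 min at room temperature with compound, then Ub-Rho substrate (150 nM final) added. Kinetic fluorescence at 480/540 nm over 6 reads at 60 s intervals; 50 mM HEPES pH 7.8, 0.5 mM EDTA, 0.1 mg/ml BSA, 1 mM TCEP, 0.01% Tween-20.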
RXFP1 ag: activates the human relaxin receptor RXFP1 | HEK293T-RXFP1 cAMP TR-FRET, 30 min; response scale: percent of porcine relaxin response, buffer zero | Q9HBX9 | Potency, µM (top dose mostly 57.5 µM), without a hit: top-dose activation, usual class: activators | actives 0.3% (n = 370,000); also: % is scaled to controls: 0 for no effect and ±100 for the full control effect; nearly all actives have a fitted effect of over 60% in size; many of its hits are not listed in these tables
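HEK293 cells stably expressing RXFP1, treated 30 min at 37C with compounds plus PDE4 inhibitor Ro 20174; cAMP measured by HTRF TR-FRET. Normalized to buffer and 29 nM porcine relaxin; EC50 by Hill fit.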
Numbers without * were called inactive; ? = inconclusive; nt = no result given; [ ] = another dose, or the depositor's remark. Calls follow the shape of the dose curve; as a rule, active = well fitted curve in the direction sought with a large enough effect; inconclusive = small, poorly fitted or top-dose-only effect, or another doubt; inactive = no such curve, though single readings can be large; an effect the other way counts as inactive or inconclusive. Potency is read from the fitted curve at half-maximal effect.

| SMILES | rTrxR1 inhibitor | IDH1 R132H inh | ALOX12 inh | TrxR1 substrate | Vif-A3G inh | Vif-A3F inh | RGS4 inh | USP1 inh | RXFP1 ag |
| --- | --- | --- | --- | --- | --- | --- | --- | --- | --- |
| O=c1cc(-c2ccccc2)c2cc(Cl)c3c(c2o1)CN(Cc1ccccc1)CO3 | 13% | -12% | ? | 9% | 0% | -10% | 2% | ? | 5.4% |
| Cc1ccc(C(=O)CC2(O)C(=O)N(Cc3ccccc3)c3ccccc32)c(C)c1 (configuration not stated) | -31% | -14% | -73% | -8% | -2% | 4% | ? | -1% | 4.2% |
| CCN(C(=O)CSc1nc2cc(C(=O)OC)ccc2c(=O)n1Cc1ccco1)c1cccc(C)c1 | 9% | -3% | 0% | 4% | 2% | -1% | 9% | -5% | -2.6% |
| COC(=O)c1c(C(=O)OC)n(CCCN)c2ccc(C)cc12 | 19%[57.1 µM] | 2% | 9% | 195%[activator][57.1 µM] | 1% | 12% | 18% | -6% | 0.5% |
| Cc1ccc(-c2nc(CS(=O)CC(=O)NCc3ccccc3Cl)c(C)o2)cc1 (configuration not stated) | 4% | 0% | ? | -1% | 2% | 0% | -15% | -13% | -0.7% |
| Cc1cccc2nc(-c3ccco3)oc(=O)c12 | 8% | -3% | -21% | -3% | -1% | -2% | -9% | -25% | 0.0% |
| COC(=O)c1ccc(NC(=O)CN2CCN(S(=O)(=O)c3cc(Cl)ccc3OC)CC2)cc1 | 3%[57.1 µM] | 2% | -5% | -6% | -5% | -7% | -11% | -6% | -0.8% |
| CCC(=O)N/C=C/n1cnc2cc(C(F)(F)F)ccc21 | 26% | 4% | 29% | 17% | -1% | -7% | -27% | -15% | 1.4% |
| CCCCCC(O)(CCN1CCCCC1)c1ccccc1 (configuration not stated) | 8% | -7% | -7% | 9% | 4% | 1% | -3% | -9% | -2.7% |
| Cc1ccc(N(C(=O)c2csnn2)C(C(=O)NCc2ccccc2)c2ccccn2)cc1 (configuration not stated) | -4%[57.1 µM] | -4% | -5% | 7%[0.0914 µM] | 1% | 3% | -3% | 0% | 0.3% |
| Cc1ccc(C(=O)OC(C)C(=O)NC2CCCCC2C)cc1S(=O)(=O)N1CCCCC1 (configuration not stated) | 15% | 5% | nt | 5% | 2% | -7% | -10% | -23% | 2.4% |
| COC(=O)c1ccccc1NC(NC(=O)c1ccco1)C(=O)c1ccccc1 (configuration not stated) | 11% | 2% | -17% | 6%[57.1 µM] | -6% | -3% | -12% | -2% | 0.2% |
| CC(=O)c1cc(C#N)c(SCC(=O)O)nc1C | -17% | 1% | ? | -6% | 0% | -1% | -36% | -21% | 0.2% |
| CCOC(=O)C1CCN(C(=O)CNC(=O)OC(C)(C)C)CC1 | 23%[57.1 µM] | 4% | 0% | 5%[57.1 µM] | 0% | -2% | -28%[11.4 µM] | -17% | 2.0% |
| CCN(CC(=O)NCc1cccs1)C(=O)CCC(=O)c1ccc(F)cc1 | -5% | 2% | -23% | -7% | 2% | 5% | -12% | -9% | 0.2% |
| Cc1cccc(NC(=O)c2ccc(C3SCC(=O)N3CCc3ccccc3)cc2)c1C (configuration not stated) | 14% | 0% | 0% | 5% | 2% | 12% | 18% | -24% | 0.5% |
| COc1ccccc1C(=O)Nc1ccccc1C(=O)OCc1cc(=O)n2ccsc2n1 | 6%[57.1 µM] | 13% | -10% | 0%[57.1 µM] | 2% | -2% | -16% | -5% | 13% |
| COc1ccc(Oc2nnnn2-c2ccccc2)cc1 | -8% | 6% | 3% | -7% | 1% | 3% | -21% | -20% | 1.0% |
| O=C(COC(=O)COc1ccc(Cl)cc1)Nc1ccc2c(c1)OCCO2 | 13% | 8% | ? | 2% | 7% | -4% | -3% | -16% | -1.1% |
| Cc1cc(C(=O)N2CCN(c3ccccn3)CC2)no1 | 17% | 10% | 8% | 10% | 0% | 0% | 14% | 3% | 0.3% |
| COc1ccc(NS(=O)(=O)c2ccc(-c3coc(C)n3)cc2)cc1OC | 0% | -16% | -5% | -6% | 0% | -10% | -29% | -25% | 0.3% |
| Cc1ccc(NC(=O)C(=O)c2cn(CC(=O)N3CCCCC3)c3ccccc23)cc1 | -1%[57.1 µM] | -1% | -9% | -5%[57.1 µM] | -5% | 8% | -2% | -7% | -1.7% |
| CCCOc1ccc(C(C)=O)cc1CSc1nc(O)cc(=O)[nH]1 | -5% | 0% | -16% | -10% | 1% | 0% | -21% | -8% | 3.2% |
| CSc1ccc(S(=O)(=O)N2CCC(C(=O)Nc3ccc(C(N)=O)cc3)CC2)cc1 | 39%[activator] | -13% | ? | 3% | -2% | 8% | 6% | -10% | 14% |
| CN(C)c1ccc(P(=O)(OC2CCCCC2)C(Nc2ccccc2)c2cccnc2)cc1 (configuration not stated) | -8%[57.1 µM] | -6% | ? | -4%[57.1 µM] | 0% | 0% | -6% | -14% | -4.5% |

The list goes on:
canonical_smiles	rTrxR1 inhibitor	IDH1 R132H inh	ALOX12 inh	TrxR1 substrate	Vif-A3G inh	Vif-A3F inh	RGS4 inh	USP1 inh	RXFP1 ag
Cc1ccn2c(=O)c(C(=O)NC(C)c3ccccc3)c(O)nc2c1 (configuration not stated)	11%	-14%	-28%	30%	5%	-4%	25%	-3%	-0.1%
CCOC(=O)c1c(C)[nH]c(C)c1C(=O)COC(=O)[C@@H]1CCCN1S(=O)(=O)c1ccc(Cl)cc1	7%	0%	-3%	-2%	-8%	-9%	2%	-10%	0.1%
COc1ccc(C(=O)NCCc2csc(-c3ccc(Cl)cc3)n2)c(OC)c1	14%[57.1 µM]	1%	?	0%[57.1 µM]	-1%	4%	-8%	-23%	0.2%
COc1ccc(CNC(=O)c2coc(=O)c3ccccc23)c(OC)c1	23%[57.1 µM]	2%	-1%	9%[57.1 µM]	4%	5%	-2%	-11%	-2.9%
CCOc1ccc(C(=O)CN2CCN(S(=O)(=O)c3ccc(F)cc3)CC2)cc1	?	3%	?	-13%	1%	1%	-4%	-13%	0.3%
CSc1ccc(/C=N/NC(=O)c2ccc3nc[nH]c3c2)cc1	nt	-7%	-7%	nt	?	-13%	nt	-19%	nt
O=c1c2cn(Cc3ccccc3)c3ccccc3c-2nn1Cc1ccc(F)cc1Cl	-15%	-3%	1%	-11%	-1%	-5%	-2%	-10%	-0.5%
COc1ccc2c(CC(=O)NCCN3C(=O)S/C(=C\c4cccnc4)C3=O)coc2c1	3%[57.1 µM]	-3%	1%	1%	-2%	0%	-14%	2%	-1.8%
CCCCOc1ccccc1CC1C(=O)Nc2ccc(Br)cc21 (configuration not stated)	17%	nt	nt	-2%	nt	nt	11%	nt	2.5%
Cc1nn(-c2ccccc2)c(Cl)c1C(=O)OC(C)C(=O)NC(=O)NC1CCCCC1 (configuration not stated)	12%	4%	?	0%	2%	6%	32%	-7%	0.5%
Cc1ccc(-c2nc(CS(=O)CC(=O)NCc3ccc(Cl)cc3)c(C)o2)cc1 (configuration not stated)	-10%[57.1 µM]	-10%	?	6%[57.1 µM]	-7%	3%	-15%	-7%	5.2%
CC1CCc2nc3ccccc3c(C(=O)OCC(=O)N3CCc4ccccc43)c2C1 (configuration not stated)	-1%	6%	-3%	1%	-7%	-7%	-38%	-18%	0.4%
COCCn1c(SCC(=O)N2CCCC2)nc2c([nH]c3ccccc32)c1=O	5%	2%	0%	-4%	5%	2%	-7%	-15%	-0.4%
CNc1cc(-n2nc(C)cc2-c2ccccc2)ncn1	2%	4%	1%	0%	0%	4%	48%	2%	-0.6%
Cc1ccc(-c2cc(C(=O)Nc3cnn(C(C)C)c3)no2)cc1	31%[activator][57.1 µM]	-2%	0%	25%[57.1 µM]	2%	1%	-2%	0%	2.9%
O=C(Nc1ccccc1)O/N=C/c1ccc(F)cc1	26%	5%	-15%	5%	-4%	3%	-10%	0%	-0.6%

Shown as labelled records: entries from further up.
COC(=O)c1ccccc1NC(NC(=O)c1ccco1)C(=O)c1ccccc1 (configuration not stated)
  rTrxR1 inhibitor = 11%
  IDH1 R132H inh = 2%
  ALOX12 inh = -17%
  TrxR1 substrate = 6%[57.1 µM]
  Vif-A3G inh = -6%
  Vif-A3F inh = -3%
  RGS4 inh = -12%
  USP1 inh = -2%
  RXFP1 ag = 0.2%
CC(=O)c1cc(C#N)c(SCC(=O)O)nc1C
  rTrxR1 inhibitor = -17%
  IDH1 R132H inh = 1%
  ALOX12 inh = ?
  TrxR1 substrate = -6%
  Vif-A3G inh = 0%
  Vif-A3F inh = -1%
  RGS4 inh = -36%
  USP1 inh = -21%
  RXFP1 ag = 0.2%
CCOC(=O)C1CCN(C(=O)CNC(=O)OC(C)(C)C)CC1
  rTrxR1 inhibitor = 23%[57.1 µM]
  IDH1 R132H inh = 4%
  ALOX12 inh = 0%
  TrxR1 substrate = 5%[57.1 µM]
  Vif-A3G inh = 0%
  Vif-A3F inh = -2%
  RGS4 inh = -28%[11.4 µM]
  USP1 inh = -17%
  RXFP1 ag = 2.0%

An excerpt; count on the stated rates, not on these rows.
